# High-throughput results: PubChem BioAssay, National Center for Advancing Translational Sciences (NCATS)
# A-T KAP1 phos: qHTS Assay for Identifying a Potential Treatment of Ataxia-Telangiectasia; […] A-T fibroblasts, KAP-1 phosphorylation AlphaLISA; neocarzinostatin DNA damage 30 min before lysis; Potency, µM (doses to about 57.5 µM), for inactives: at the top dose activation, usual class: activators; 0.19% of 320,000 active; AID 485349, 2010; further: potency means the concentration at half of the fitted maximal effect; % of control where 0% means no effect; nearly all actives have a fitted effect of over 45% in size
#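 ATM-like activity read as KAP-1 phosphorylation via AlphaLISA donor/acceptor antibody pairs after lysis and 6 hr at 25C. Cells were ATM-null patient fibroblasts ([…], hTERT), dosed 60 min, then exposed to the DSB inducer NCS for 30 min.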
# CXXC DNA block: qHTS Fluorescence Polarization Assay for Inhibitors of MLL CXXC domain - DNA interaction. 0.037% of 290,000 active. Potency, µM (highest dose often 115 µM), for inactives: at the highest dose activity change, negative = inhibition, most hits filed as inhibitors. MLL-CXXC / FITC-HOXA9 DNA fluorescence polarization. Histone-lysine N-methyltransferase 2A (Homo sapiens), Q03164; active means well fitted inhibition curve with a large enough effect in the polarisation, with a control signal flat, not every such curve was filed as active; inconclusive means small, poorly fitted or top-dose-only effect, or effect the other way, or a change in a side signal; inactive means no such curve, though single readings can be large or run the other way; the % refers to the polarisation; further: potency means the concentration at half of the fitted maximal effect
#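 Purified MLL-CXXC (added from a 7 uM solution) was preincubated 5 min at ambient with pinned compounds in 50 mM Tris-HCl pH 7.5, 50 mM NaCl, 1 mM DTT, 0.05% BSA. Fluorescein-labeled HOX-A9 DNA (50 nM solution) followed, 30 min, then polarization read.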
# TRPV1 ag: HTS Assay for Compounds that Act as Agonists of the Vanilloid Receptor 1. TRPV1-expressing cells, Fluo-8 calcium influx, agonist mode. activation, % at 8.33 µM. AID 540275, 2011. 0.19% of 320,000 active; in the data active means activation above about 80%; inconclusive means between about 30% and that limit; further: 0% is about no effect
#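 Fluo-8 calcium influx in TRPV1-expressing cells, kinetic read (ex 480/em 520 nm). Compound added and read 3 min for agonist activity, followed by capsaicin at EC20 final and 2 min further read for enhancement.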
# KCNH2 3.1 block: qHTS for Inhibitors of KCHN2 3.1: Mutant qHTS | Potassium voltage-gated channel subfamily H member 2, brain isoform KCNH2 3.1 (human) | U2OS KCNH2 3.1, thallium flux FluxOr; hits give low values | activity change, % (tested at about 1.8 µM) | 0.95% of 340,000 active | AID 720553, 2013;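 active means maximum activity change below -70%; inconclusive means maximum activity change from -70% to -50%; inactive means maximum activity change above -50%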;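 further: thallium influx rate constant from kinetic fluorescence after stimulation buffer; on the % scale 0 is the no-effect control and ±100 the full control effect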
#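 Kinetic fluorescence (2 min after stimulation buffer) measures Tl+ influx through KCNH2 3.1 expressed by viral transduction in U2OS cells; the rate constant is normalized against DMSO controls serving as positive and negative references.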
# MBNL1-CUG inh: qHTS Assay for Inhibitors of MBNL1-poly(CUG) RNA binding. Muscleblind-like protein 1 (Homo sapiens), Q9NR56. TR-FRET MBNL1-His/biotin-(CUG)12 binding, 665/545 ratio. Potency, µM (highest dose often 57.5 µM), for inactives: at the top dose activity change, negative = inhibition, hits mostly inhibitors. 0.036% of 280,000 active. AID 2675, 2010; active means well fitted inhibition curve with a large enough effect in the signal ratio, with a control signal flat, not every such curve was filed as active; inconclusive means small, poorly fitted or top-dose-only effect, or effect the other way, or a change in a side signal; inactive means no such curve, though single readings can be large or run the other way; the % refers to the signal ratio; further: potency means the concentration at half of the fitted maximal effect; on the % scale 0 is the no-effect control and ±100 the full control effect
# Target sequence (Q9NR56 whole entry, looked up): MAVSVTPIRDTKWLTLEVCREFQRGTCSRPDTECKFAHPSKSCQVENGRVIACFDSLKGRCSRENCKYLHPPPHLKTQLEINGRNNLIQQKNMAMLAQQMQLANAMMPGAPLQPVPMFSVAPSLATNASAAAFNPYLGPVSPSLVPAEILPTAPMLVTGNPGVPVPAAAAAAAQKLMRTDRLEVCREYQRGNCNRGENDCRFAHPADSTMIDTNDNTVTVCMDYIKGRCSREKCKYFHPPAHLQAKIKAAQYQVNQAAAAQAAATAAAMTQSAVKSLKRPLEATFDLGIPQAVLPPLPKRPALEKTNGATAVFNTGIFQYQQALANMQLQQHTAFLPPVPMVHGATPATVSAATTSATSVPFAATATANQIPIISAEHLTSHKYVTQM
#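 TR-FRET readout: Ex 340 nm, 665/545 nm emission ratio, normalized to buffer-only (basal) and MBNL1-(CUG)12 controls. Complex of MBNL1-His with Biotin-(CUG)12, compounds 92 nM–58 uM, incubated 60 min at room temperature.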
# GALK inhibitor: qHTS Assay for Inhibitors of Human Galactokinase (GALK) | P51570 | Potency, µM (highest dose often 57.5 µM), inactives show at the highest dose activity change, negative = inhibition, hits mostly inhibitors | 0.007% of 270,000 active | Purified GALK, Kinase-Glo residual ATP luminescence; further: potency means the concentration at half of the fitted maximal effect; on the % scale 0 is the no-effect control and ±100 the full control effect
#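 Kinase-Glo Plus luminescence measured ATP left after a 1 h room-temperature reaction. The reaction used 5 nM GALK, 100 uM galactose and 35 uM ATP at pH 8.0 (20 mM HEPES, 5 mM MgCl2, 60 mM NaCl, 1 mM DTT, 0.01% BSA).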
# a7 integrin act: qHTS for Activators of Integrin-Mediated Alleviation for Muscular Dystrophy; alpha7betagal myoblasts, beta-gal FDG fluorescence, 48 h; 0.064% of 350,000 active; Potency, µM (highest dose often 38.3 µM), for inactives: at the top dose activation, hits mostly activators;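 further: potency means the concentration at half of the fitted maximal effect; 100% = response of the positive control SU9516; nearly all actives have a fitted effect of over 60% in size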
#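 alpha7betagal+/- myoblasts (passage 13, 250/well) treated 48 h at 37C with compounds at 1:260 dilution of DMSO stock. Lysed, then beta-galactosidase activity read as FDG fluorescence (ex 480/em 540) after 30 min, with pre-read for autofluorescence.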
# hERG WT inh: qHTS for Inhibitors of KCHN2 3.1: Wildtype qHTS; Voltage-gated inwardly rectifying potassium channel KCNH2 (Homo sapiens), Q12809; U2OS, BacMam KCNH2, thallium flux FluxOr; hits give low values; activity change, % at 1.84 µM; 0.37% of 340,000 active; AID 720551, 2013;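 active means maximum activity change below -70%; inconclusive means maximum activity change between -70% and -50%; inactive means maximum activity change above -50%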; further: on the % scale 0 is the no-effect control and ±100 the full control effect
#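 U2OS cells transduced with wild-type KCNH2 virus are loaded with FluxOr dye for 45 min, and thallium flux is measured in kinetic reads before and after stimulation buffer. Rate constants are normalized to DMSO controls.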
# FBPA coupling cs: qHTS Assay for Inhibitors of Fructose-1,6-bisphosphate Aldolase from Giardia Lamblia: Coupling assay counterscreen; coupling enzyme system counterscreen, AmpLite Red fluorescence; activity change, negative = inhibition, % at 58.2 µM, hits read low; 0.67% of 290,000 active; in the data active means activity change below about -30%; further: on the % scale 0 is the no-effect control and ±100 the full control effect
#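 Coupling enzymes only (glyceraldehyde-3-phosphate) + compound, at 57.5 uM final, 10 min RT; add substrate/coupling/AmpLite Red mix, 20 min RT; fluorescence ex 525/em 598 nm. Actives flag coupling-system interference.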
# ASM inhibitor: Inhibitors of Secretory Acid Sphingomyelinase (S-ASM): qHTS; Sphingomyelin phosphodiesterase (Homo sapiens), P17405; placental ASM, HMU-PC fluorogenic substrate, 60 min; Potency, µM (highest dose often 57.5 µM), inactives show at the highest dose activity change, negative = inhibition, usual class: inhibitors; 0.006% of 340,000 active; AID 504937, 2011; further: potency means the concentration at half of the fitted maximal effect
# Target sequence (P17405 47-631 limits assumed): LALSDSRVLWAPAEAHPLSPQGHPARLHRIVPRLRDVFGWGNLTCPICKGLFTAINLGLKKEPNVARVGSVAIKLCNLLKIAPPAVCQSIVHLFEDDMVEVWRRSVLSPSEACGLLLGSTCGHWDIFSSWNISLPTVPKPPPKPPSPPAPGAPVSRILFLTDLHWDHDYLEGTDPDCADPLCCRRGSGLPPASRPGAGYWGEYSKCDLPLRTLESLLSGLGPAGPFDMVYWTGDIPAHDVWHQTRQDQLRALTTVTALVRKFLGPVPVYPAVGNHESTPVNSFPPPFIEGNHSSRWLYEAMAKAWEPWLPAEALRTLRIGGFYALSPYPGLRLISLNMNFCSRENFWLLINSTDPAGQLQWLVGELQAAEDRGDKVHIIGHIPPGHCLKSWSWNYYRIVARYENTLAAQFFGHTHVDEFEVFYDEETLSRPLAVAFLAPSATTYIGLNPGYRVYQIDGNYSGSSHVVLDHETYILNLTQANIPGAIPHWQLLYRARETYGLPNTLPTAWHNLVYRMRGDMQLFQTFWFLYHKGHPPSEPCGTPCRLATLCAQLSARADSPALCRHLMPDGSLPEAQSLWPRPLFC
#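 HMU-PC0 cleavage (9 uM final) by human placental ASM, 60 min at 37 °C following 10 min compound exposure at RT; stopped at pH 10, fluorescence Ex 386/Em 447 nm.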
# * marks the source's active call; other numbers are inactive results; i = inactive; ? = inconclusive; · = no result given; [ ] = dose if it differs, or a comment. Unless noted, the call rests on the fitted dose curve; in most records, active means well fitted curve in the direction sought with a large enough effect; inconclusive means small, poorly fitted or top-dose-only effect, or another doubt; inactive means no such curve, though single readings can be large; an effect the other way counts as inactive or inconclusive. Rows are unselected; any-hit rate near 2%.
Molecule,A-T KAP1 phos,CXXC DNA block,TRPV1 ag,KCNH2 3.1 block,MBNL1-CUG inh,GALK inhibitor,a7 integrin act,hERG WT inh,FBPA coupling cs,ASM inhibitor
Cc1ccccc1CC1(CO)CCCN(Cc2c(C)nn(C)c2Cl)C1 (stereo not given),1%,-17%,23,6,-30%,6%,0%,i,4,0%
Cc1ccc2c(c1)cc(CN(Cc1ccco1)S(=O)(=O)c1ccccc1)c1nnnn12,5%,13%,1,5,7%,3%,1%,-1,1,-4%
c1coc(CNc2ncnc3c2oc2ccccc23)c1,5%,-5%,?,-3,-3%,-1%,-32%,0,1,0%
c1ccc(CCN2CN=C(Nc3nc4ccccc4o3)NC2)cc1,-2%,-1%,4,-14,-3%,-6%,13%[7.66 µM],5,3,-1%
CC(=O)Oc1cccc(N2C(=O)c3ccc(C(=O)Nc4c[nH]c(=O)[nH]c4=O)cc3C2=O)c1,7%,4%,-2,12,?,13%,9%,i,-1,-1%
Cn1c(-c2ccccc2)nc2cnccc21,20µM*,-6%,0,-3,4%,5%,18%,4,6,0%
CC(Oc1ccccc1)C(=O)Nc1ccccc1F (stereo not given),4%,-1%,3,1,-4%,0%,26%,-33,-2,0%
O=C(O)c1cc(O)ccc1NC(=O)c1cccc2ccccc12,3%,-8%,-6,-10,-2%,-3%,-15%,-12,1,17%
CCOC(=O)N1CCN(C(=O)c2cccc(S(=O)(=O)Nc3ccc(F)cc3)c2)CC1,·,·,·,5,·,·,-14%,15,·,-1%
O=C(c1ccc(S(=O)(=O)N2CCc3ccccc3C2)cc1)N1CCCCC1,4%,-1%,17,13,-2%,-2%,0%,·,6,-2%
Cc1ccccc1NC(=O)C(=O)NCC1CCCN1S(=O)(=O)c1cccs1 (stereo not given),4%,·,0,-5,·,·,3%,30,·,2%
O=C(CSc1nnc(CNc2ccc(F)cc2)n1Cc1ccco1)N1CCOCC1,-4%,-12%,3,-20,5%,1%,-2%,3,3,-1%
Cc1ccc(C(=O)OCC(=O)NCCc2ccc(F)cc2)cc1S(=O)(=O)N1CCOCC1,-8%,·,·,-4,·,·,24%,6,·,-4%
CC(/C=N\NC(=O)c1ccc2c(c1)OCO2)c1ccccc1 (stereo not given),3%,-13%,23,15,1%,3%,20%,24,2,-1%
Cc1[nH]c(-c2ccc(F)cc2)cc1C(=O)N1CCN(c2cccc(Cl)c2)CC1,1%,5%,1,-38,0%,·,-13%,15,0,-23%
CC1(C)CC(=O)c2cc(C(=O)NC3CCSC3=O)c(=O)n(-c3ccccc3)c2C1 (stereo not given),1%,-15%,-1,0,1%,3%,8%,-2,-5,4%
O=C(Cc1ccc(S(=O)(=O)N2CCCC2)s1)N1CCN(c2ccc(F)cc2)CC1,-1%,11%,6,-7,3%,8%,-9%,10,2,-4%
CN(C)Cc1c(C(=O)N/N=C/c2ccc(-c3ccccc3)cc2)nnn1-c1nonc1N,-13%,-4%,-2,-93*,7%,3%,5%,-46,-2,-1%
CN(CCNC(=O)c1cn(C)c2ccc(S(=O)(=O)N3CCCC3)cc2c1=O)CCc1ccccc1,0%,-4%,-1,3,-1%,-4%,0%,20,1,1%
Cn1c(=O)oc2cc(S(=O)(=O)NCCC(=O)N3CCN(c4ccccc4F)CC3)ccc21,9%,-4%,-7,19,1%,-1%,3%,3,-1,-1%
COc1ccc(N2C(=O)C(CC(=O)O)S/C2=C\C(C)=O)cc1 (stereo not given),1%,4%,-4,-11,5%,0%,16%,0,-3,6%
COc1cc(CCC(=O)OCc2nnc(-c3ccccc3)o2)cc(OC)c1OC,-20%,34%[activator],3,7,6%,6%,13%,5,1,-1%
CN1C(=O)/C(=C/c2ccc(OCc3ccc(F)cc3)cc2)NC1=S,-5%,-3%,8,-12,3%,-5%,10%,0,2,-5%
COc1ccc(Cc2nc(-c3ccccn3)no2)cc1OC,1%,-5%,0,-2,-4%,2%,17%,2,-2,1%
O=C(CNC(=O)C1CCCCC1)OCC(=O)c1cccc(Cl)c1,1%,·,·,9,·,·,6%,-6,·,4%
O=C(O)c1ccc(/C=C2/SC(=S)N(Cc3ccccc3)C2=O)cc1,-9%,12%,-5,0,-4%,5%,-15%,-6,9,-2%
c1ccc(CN2CCC(N3CCC(N4CCCCCC4)CC3)CC2)cc1,18%,2%,-5,6,1%,1%,-52%[inhibitor],-6,-2,0%
O=[N+]([O-])c1ccc(COc2ccccc2/C=N/O)cc1,-2%,-3%,-5,3,32%[activator],0%,-34%,-7,3,-1%
C=CCNC(=O)c1cc2sccc2n1C,-45%,-3%,0,9,-5%,1%,18%,-3,-1,2%
O=c1nc2c(-c3cccc(Br)c3)n[nH]n2c2ccccc12,-1%,4%,2,8,-8%,-3%,15%,3,-3,22%
C/C(=N\NC(=O)c1csc(C)c1C)c1ccc(C)s1,-1%,-3%,21,1,-2%[11.5 µM],·,13%,-11,-4,7%
Clc1ccc(SCCn2ccnc2)cc1,2%,-5%,-3,1,-12%,7%,26%,-14,4,-1%
C=CCOc1cccc(C2C(C(=O)c3ccco3)=C(O)C(=O)N2CCN(CC)CC)c1 (stereo not given),-2%,-5%,2,0,5%,0%,-20%,-2,1,5%
C/C(=N\NC(=O)c1[nH]c2c([N+](=O)[O-])cc(C)cc2c1-c1ccccc1)c1cccnc1,-6%,4%,1,-2,16%,0%,-9%,-3,·,-7%
CCN(C(=O)/C=C/c1cc(OC)c(OC)c(OC)c1)C1CCCCC1,25%,-13%,13,10,6%,1%,20%,23,1,-2%
CCC1CCCCN1CCCNC(=O)C1CCC(=O)N1Cc1ccc(C)cc1 (stereo not given),0%,6%,0,3,1%,-3%,4%,8,3,7%
Cc1nc(SCC(=O)NCCc2ccccc2)c2oc3ccccc3c2n1,-1%,-16%,-2,-10,-14%,-1%,22%,-10,-11,7%
O=C(c1ccc(NS(=O)(=O)c2cccs2)cc1)N1CCCCC1,-3%,1%,-1,6,?,1%,20%,4,1,0%
C[C@H]1CN=C(Nc2ccccc2)N1CCc1ccccc1,8%,·,0,·,·,·,6%,·,·,0%
NNC(=O)CCS(=O)(=O)c1ccc2ccccc2c1,-5%,-11%,1,-23,5%,0%,-7%,34,1,-1%
Cc1cccc(C(=O)Nc2sc(C)c(-c3ccccc3)c2C#N)c1,7%,5%,?,-29,-2%,1%,-20%,-4,-7,-14%
CCCCOc1ccc(C(=O)NCc2ccncc2)cc1,-2%,-4%,?,14,-1%,-3%,-31%,14,0,2%
O=[N+]([O-])c1cccc(/C=N\N2CCN(Cc3ccccc3Cl)CC2)c1,0%,-1%,-3,·,15%,-2%,4%,13,0,-7%
CN(CCc1ccccn1)C(=O)CC1C(=O)NCCN1Cc1ccccc1C(F)(F)F (stereo not given),-1%,0%,0,16,4%,-1%,-8%,-13,-3,12%
O=C(c1ccc(F)cc1)[C@@H]1[C@@H](C(=O)c2ccccc2)[C@@]2(C(=O)Nc3ccccc32)[C@H]2c3ccccc3C=CN12,8%,11%,1,·,-18%,-2%,·,·,-27,·
CCN(CC)c1nc2n(c(=O)n1)CCN2CC,3%,2%,-1,-8,-5%,-3%,-17%,-11,4,1%
Cc1ccc(OC(C)C(=O)Nc2ccncc2)cc1C (stereo not given),-2%,-1%,?,25,-3%,5%,0%,-1,1,0%
Cc1ccc(NC(=O)CSc2nnc(-c3cccnc3)s2)cc1,10%,29%,-4,-15,10%,-2%,-11%,-8,-1,2%
